# CHT inh: inhibitors of human choline transporter CHT; Q9GZV3; CHT-expressing cells, membrane potential dye, choline response; hits give low values; B-score at 10 µM; actives 0.86% (n = 310,000); AID 488975;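 active = B-score over 3 SD under the library average, and starting fluorescence ratio not unusually high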;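 also: choline stimulus applied at its EC90 after an EC20 pre-addition; B-score computed on integrated fluorescence ratio after choline addition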
# Target sequence (Q9GZV3 whole entry, looked up): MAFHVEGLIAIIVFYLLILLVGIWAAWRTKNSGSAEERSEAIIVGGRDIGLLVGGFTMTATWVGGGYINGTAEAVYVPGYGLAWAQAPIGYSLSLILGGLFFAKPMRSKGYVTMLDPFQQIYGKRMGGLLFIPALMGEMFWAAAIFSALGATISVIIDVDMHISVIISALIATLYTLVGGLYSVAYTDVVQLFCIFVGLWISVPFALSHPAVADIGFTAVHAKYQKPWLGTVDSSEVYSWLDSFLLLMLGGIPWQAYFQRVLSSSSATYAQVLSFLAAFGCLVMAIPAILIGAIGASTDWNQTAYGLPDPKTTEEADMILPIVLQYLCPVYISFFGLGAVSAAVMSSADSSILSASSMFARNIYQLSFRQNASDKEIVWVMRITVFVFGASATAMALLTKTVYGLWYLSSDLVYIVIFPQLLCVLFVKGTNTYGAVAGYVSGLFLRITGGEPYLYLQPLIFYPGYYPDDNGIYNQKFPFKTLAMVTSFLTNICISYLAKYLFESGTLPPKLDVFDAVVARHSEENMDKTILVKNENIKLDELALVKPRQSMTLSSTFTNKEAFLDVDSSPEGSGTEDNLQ
# KCNQ2 block: KCNQ2 channel blockers in CHO-K1 cells – cell-based, FluxOR thallium flux, B-score, primary screen (AID 2156). actives 1.1% (n = 310,000). B-score at 10 µM. O88943. 20 min; hits give low values;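 active = fluorescence ratio B-score at most minus 3 library SDs, with starting brightness B-score within 2 library SDs, cut at about -5.5 in these data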
# The depositor's hits bear a star; i = inactive; x = not tested or not shown.
# Fields: CHT inh, KCNQ2 block
> O=C(O)CC1c2ccccc2S(=O)(=O)N1Cc1ccccc1 (stereo unspecified)
    i, i
> CN(C)Cc1nc2c([nH]1)c(=O)n(C)c(=O)n2C
    i, i
> O=C(Nc1nnc(COc2ccc(Cl)cc2)s1)c1cccs1
    i, i
> O=C(COc1ccccc1)N1CCN=C1c1ccccc1
    i, i
> COC(=O)c1ccc(CNC(=O)C2CCC(=O)N(C3CCCCCC3)C2)cc1 (stereo unspecified)
    i, i
> O=C(NCCC1=CCCCC1)C(=O)NCc1ccccc1
    i, i
> O=C1CSC(c2cccnc2)N1c1cccc(Cl)c1 (stereo unspecified)
    i, i
> COc1ccccc1NC(=O)C(C)OC(=O)CC1CCCC1 (stereo unspecified)
    i, i
> COc1ccccc1N1CCN(C(=O)CSc2nc(N)cc(=O)[nH]2)CC1
    i, i
> COc1cc(OC)c(NC(=O)CCNS(=O)(=O)c2ccc3c(c2)CC(C)N3C(C)=O)cc1Cl (stereo unspecified)
    i, i
> Cc1ccnc(SC2CC(=O)N(c3ccc(F)cc3)C2=O)n1 (stereo unspecified)
    i, i
> CCOC(=O)c1ccc(S(=O)(=O)NNS(=O)(=O)c2ccc(C)cc2)cc1
    i, i
> CC(C)CCn1c(SCC(=O)NC2CC2)nc2cc(Cl)ccc2c1=O
    i, i
> Cc1cc(C)n2nc(-c3cnn(C)c3C(F)(F)F)c(Cl)c2n1
    i, i
> Cc1cc(C)c(C(=O)C(C)OC(=O)Cc2n[nH]c(=O)c3ccccc23)cc1C (stereo unspecified)
    i, i
> c1ccc(OCCSc2nnnn2-c2ccccc2)cc1
    i, i
> Cc1ccc(NCC(=O)N/N=C/c2ccc(C(=O)O)cc2)cc1
    i, i
> O=C(Nc1ccc(F)cc1)c1nn(-c2ccccc2)c(=O)cc1Cl
    x, i
> Cc1ccc(CNc2ccc3nnc(-c4ccccc4)n3n2)cc1
    i, i
> COc1ccccc1N(C)S(=O)(=O)c1ccc(C(=O)N2CCCc3ccccc32)cc1
    i, i
> Cc1ccc(OCCC(=O)OCC(=O)NC(=O)NC2CCCC2)cc1
    i, i
> O=C(CN1C(=O)COc2ccc(S(=O)(=O)N3CCOCC3)cc21)NCc1ccco1
    i, i
> COc1cc(NC(=S)NCCC(c2ccccc2)c2ccccc2)cc(OC)c1
    i, i
> CCn1c(Cc2ccc(OC)cc2)nnc1SCC(=O)Nc1nc2ccccc2s1
    i, i
> CCC1(C)Cc2c(sc3nn[nH]c(=O)c23)CO1 (stereo unspecified)
    i, i
> Cc1cccc(NS(=O)(=O)c2cc(C(=O)OC(C)C(=O)NCc3ccc4c(c3)OCO4)ccc2C)c1 (stereo unspecified)
    i, -6.4*
> COC(=O)c1ccc(C(=O)OC)c(NC(=O)c2cccnc2)c1
    i, i
> Cn1c(NNC(=O)c2cccc3ccccc23)cc(=O)n(C)c1=O
    i, i
> CCN(CC)S(=O)(=O)c1cc(C(=O)c2nccn2C)ccc1Cl
    i, i
> CC(=O)c1cccc(NC2c3ccccc3C(=O)N2Cc2ccc3c(c2)OCO3)c1 (stereo unspecified)
    i, i
> Cc1cc(C)c2c(c1)SC1=NC(c3ccccc3)(C(F)(F)F)NC(=O)N12 (stereo unspecified)
    i, i
> C=C1C(C(=O)Nc2ccccc2)C1C(=O)Nc1ccccc1 (stereo unspecified)
    i, i
> CS(=O)(=O)N(CC(=O)N1CCOCC1)Cc1ccccc1
    i, i
> COC(=O)C(CC(=O)c1ccc(Br)cc1)n1ccnc1 (stereo unspecified)
    x, -6.15*
> O=C(Oc1ccc(Cl)cc1)c1ccc(COC(=O)c2cnccn2)cc1
    i, i
> O=C(NCCc1ccccc1)C1CCN(C(=O)NCc2ccccc2)CC1
    i, i
> COCCC(=O)N1CCC(Oc2ccc(C(=O)N3C[C@H]4CC[C@H]3C4)cc2)CC1
    i, i
> COc1ccccc1/C=c1\sc2nc(-c3ccco3)nn2c1=O
    i, i
> COc1ccc(C(CC(=O)c2ccccc2)CC(=O)c2ccccc2)cc1OC
    i, i
> O=C(NCCCc1ccccc1)C1CCN(S(=O)(=O)c2ccc(F)cc2)CC1
    i, i
> Nc1c(C(=O)NCc2ccc(Cl)cc2)sc2nc3c(c(C(F)(F)F)c12)CCC3
    i, -6.07*
> Cc1ccc(SCCC(=O)Nc2nccs2)cc1
    i, i
> Cc1ccc(NS(=O)(=O)c2ccc(NC(=O)N3CCCCC3)cc2)cc1
    i, i
> FC(F)(F)Oc1ccc(NC(=S)Nc2ccc(OC(F)(F)F)cc2)cc1
    i, i
> CC(=O)Cc1cc(O)c2ccccc2c1OC(=O)c1ccc(Br)cc1
    i, i
> COc1cc(CNC(=O)c2cnc(C)cn2)cc(OC)c1
    i, i
> COCCn1c(=S)[nH]c2cc(C(=O)N(CCO)Cc3ccccc3)ccc2c1=O
    i, i
> O=C(NCCc1ccc(F)cc1)c1cc(=O)c2ccccc2o1
    i, i
> COc1ccc(C(=O)/C=C(\C)NCc2ccc3c(c2)OCO3)cc1
    i, i
> CC(=O)c1ccc(OCC(=O)Nc2ccccc2N2CCCC2)cc1
    i, i
> O=c1[nH]cc(C(F)(F)F)cc1NS(=O)(=O)c1ccccc1[N+](=O)[O-]
    i, i
> CO/N=C(/CS(=O)(=O)c1ccc(C)cc1)c1ccc(OC)cc1
    i, i
> CC(=O)c1ccc(NC(=O)C(C)OC(=O)C2CCN(c3ccc(C(F)(F)F)cn3)CC2)cc1 (stereo unspecified)
    i, i
> O=C(CCCN1C(=O)/C(=C/c2cccs2)SC1=S)Nc1ccccc1O
    i, i
> CCOC(=O)C1CCN(C(=O)c2ccccc2NS(=O)(=O)c2ccc(C)cc2)CC1
    i, i
> O=c1nc2ccccc2c(NS(=O)(=O)c2ccc(Cl)cc2)n1-c1ccccc1
    i, i
> COc1ccc(NC(=S)NNC(=O)c2ccccc2OC(F)F)cc1
    i, i
> CC1CCN(C(=O)CSc2nc3[nH]ncc3c(=O)[nH]2)CC1
    i, i
> Cn1c(-c2nonc2N)nc2ccccc21
    i, i
> C[C@H](NC(=O)COc1ccc(Cl)cc1)C(=O)N1CCC2(CC1)NCCc1[nH]cnc12
    i, i

# Next section.
# Fields: CHT inh, KCNQ2 block
> CC(=O)Nc1cccc(Oc2nc(-c3ccccn3)nc3ccccc23)c1
    i, i
> CCOC(=O)c1c(S(=O)(=O)NCc2ccc(OC)cc2)c(C)n(C)c1C
    i, i
> O=C(O)c1ccc(SCc2ccccc2)nc1
    i, i
> O=C(CSc1ncn(-c2ccccc2)n1)Nc1nccs1
    i, i
> Cc1ccc(NC(=O)CN2CCCC2)cc1
    i, i
> COc1ccc(N(CC(=O)Nc2cccc(C(C)=O)c2)S(=O)(=O)c2ccc(NC(C)=O)cc2)cc1
    i, i
> CC1(C)CC2(CCO1)C(Nc1ccccc1)=NC(=S)N2CC(N)=O (stereo unspecified)
    i, i
> N#CC1=C(N)N2C(=C(C#N)C1c1ccccc1)Sc1ccccc12 (stereo unspecified)
    i, i
> O=C(CN1CCN(c2ccc(F)cc2)CC1)N1CCOCC1
    i, i
> COc1ccc(-c2cc(-c3ccccc3O)[nH]n2)cc1OC
    i, i
> COc1ccc(-c2[nH]ncc2CNC(C)c2cn(C)nc2C)c(F)c1 (stereo unspecified)
    i, i
> Cc1nn(Cc2ccccc2)c(Cl)c1/C=N/NC(=O)c1cccnc1
    i, i
> Cc1cc2c(cc1C)NC(c1nc3ccccc3[nH]1)C1=C(CC(C)(C)CC1=O)N2 (stereo unspecified)
    i, i
> CSC1=N/C(=C/c2ccc(-n3cncn3)cc2)C(=O)N1
    i, i
> Cc1c(C(=O)N2CCOCC2)c(S(=O)(=O)Nc2ccc(F)cc2)c(C)n1C
    i, i
> O=C(Nc1cccc(NC(=O)c2ccc(Cl)cc2)n1)c1ccc(Cl)cc1
    i, i
> CCN(C(=O)c1nn(-c2ccc(OC)cc2)c(=O)c2c1c1ccccc1n2C)c1ccc(OC)cc1
    i, i
> O=C(c1ccccc1)N1CCN(C2C3CC4CC(C3)CC2C4)CC1 (stereo unspecified)
    i, i
> CN(CC(=O)NCC1CCCCC1)S(=O)(=O)c1ccc(F)cc1
    i, i
> CC1=NN(S(=O)(=O)c2ccc(F)cc2)C(=O)c2ccccc2O1
    i, i
> COc1ccc(NC(=O)N2CCCC2)cc1OC
    i, i
> CCC(NC(=S)NCc1ccc(F)cc1)c1ccccc1 (stereo unspecified)
    i, i
> Cc1occc(=O)c1OCc1c(Cl)cccc1Cl
    i, i
> COC(=O)C1=C(C)N(Cc2ccco2)C(=O)/C1=C\c1ccc(N(C)C)cc1
    i, i
> COc1ccc(CCNC(=O)CCNC(=O)c2ccc(Br)cc2)cc1OC
    i, i
> CCOC(=O)C1=C(C)NC(=S)NC1c1ccc(OCC(=O)N2CCCCCC2)cc1 (stereo unspecified)
    i, i
> CCC(c1nnnn1C(C)C)N1CCN(C2CCCC2)CC1 (stereo unspecified)
    i, i
> O=C(Nc1cccnc1)c1ccc(COc2ccccc2Cl)o1
    -7.29*, i
> CCOc1ccc(C(=O)NCc2ccco2)cc1OCC
    i, i
> Nc1nnc(SCC(=O)OCc2ccccc2)s1
    i, i
> COc1ccc(C(=O)NNC(=O)c2ccc3ccccc3c2O)cc1
    i, i
> CN(C)c1nc(=NCc2ccco2)ss1
    i, i
> CCc1nc(OCC(=O)c2ccccc2)c(C#N)c2c1COC(C)(C)C2
    i, i
> NN=C1c2cc([N+](=O)[O-])ccc2-c2ccc([N+](=O)[O-])cc21
    x, i
> CC(=O)Nc1cccc(NC(=O)c2c(-c3ccccc3)noc2C)c1
    i, i
> COC(=O)C(O)(CC(=O)Nc1cc(OC)c(OC)c(OC)c1)C(F)(F)F (stereo unspecified)
    i, i
> CCc1cc(=O)oc2cc(C)cc(OCC(=O)NC(Cc3ccc(Cl)cc3)C(=O)O)c12 (stereo unspecified)
    i, i
> O=C(c1cc(COc2ccc(F)cc2Cl)on1)N1CCSCC1
    i, i
> COc1ccc(-c2onc3ccc(C(=O)/C=C/N(C)C)cc23)cc1
    i, i
> COc1cc(OC)c(OC)cc1/C=N/NC(=O)CC1C(=O)NN=C1C (stereo unspecified)
    i, i

# Structural class: those above with a CF3 group (7)
# Fields: CHT inh, KCNQ2 block
> Cc1cc(C)n2nc(-c3cnn(C)c3C(F)(F)F)c(Cl)c2n1
    i, i
> Cc1cc(C)c2c(c1)SC1=NC(c3ccccc3)(C(F)(F)F)NC(=O)N12 (stereo unspecified)
    i, i
> Nc1c(C(=O)NCc2ccc(Cl)cc2)sc2nc3c(c(C(F)(F)F)c12)CCC3
    i, -6.07*
> FC(F)(F)Oc1ccc(NC(=S)Nc2ccc(OC(F)(F)F)cc2)cc1
    i, i
> O=c1[nH]cc(C(F)(F)F)cc1NS(=O)(=O)c1ccccc1[N+](=O)[O-]
    i, i
> CC(=O)c1ccc(NC(=O)C(C)OC(=O)C2CCN(c3ccc(C(F)(F)F)cn3)CC2)cc1 (stereo unspecified)
    i, i
> COC(=O)C(O)(CC(=O)Nc1cc(OC)c(OC)c(OC)c1)C(F)(F)F (stereo unspecified)
    i, i

# The listing continues.
# Fields: CHT inh, KCNQ2 block
> Cc1ccc(C)c(Nc2nc(-c3cccnc3)cs2)c1
    i, i
> O=C(CSCCO)Nc1nccs1
    i, i
> CCOc1cc(CO)cc(Br)c1OCC(N)=O
    i, i
> CCOc1ccc(C(C)NC(=O)c2cc(=O)[nH]c3ccccc23)cc1OCC (stereo unspecified)
    i, i
> CCCC(CCC)C(=O)Oc1cc(C)[nH]c(=O)c1[N+](=O)[O-]
    i, i
> CC(C)(C)c1ccc(OCC(=O)N/N=C/C2CC=CCC2)cc1 (stereo unspecified)
    i, i
> CC(C)N1CCC(=NNC(=O)c2cccs2)CC1
    i, i
> CCC(C)[C@H](NC(=O)[C@@H]1Cc2c([nH]c3ccccc23)C2c3ccccc3C(=O)N21)C(=O)NCC1CCCO1 (stereo partly specified)
    i, i
> CC(=O)NCCc1nc2cc(NC(=O)c3ccc(F)cc3)ccc2n1C
    i, i
> Cc1ccc(-n2ncc3c(=O)n(Cc4ccccn4)cnc32)cc1C
    i, i
> CC(C)OCCCNC(=O)c1ccc(NC(=O)C2=CSCCO2)cc1
    i, i
> Cc1ccc(-c2ccc(CCC(=O)O)n2NC(=O)c2ccco2)cc1
    i, i
> O=C(CCc1nc2ccccc2c(=O)[nH]1)NNC(=O)c1ccc(Cl)cc1
    i, i
> COCCn1c(SCC(=O)N2CCCCC2)nc2cccnc21
    i, i
> CCN1CCN(c2ccc(NC(=O)c3ccc(F)cc3)cc2Cl)CC1
    i, i
> Cc1ccc(-n2c(C)cn(C(=O)c3ccccc3)c2=S)cc1
    i, i
> Cc1ccc(-n2c(SCC(=O)N3CCOCC3)nnc2-c2ccncc2)cc1
    i, i
> Cc1ccc(S(=O)(=O)N2CCN(c3nc(C)nc4sc(C)c(C)c34)CC2)cc1
    x, i
> COc1cc(/C=C(\C#N)c2nn(CCO)c(N)c2C#N)cc(OC)c1OC
    i, i
> CN(CC(=O)Nc1ccc(F)c(F)c1F)C(=O)CN1C(=O)NC2(CCCC2)C1=O
    i, i
> O=C(Nc1cccc(C(F)(F)F)c1)c1n[nH]c(Cn2cncn2)n1
    i, i
> O=C1C(=O)N(CCN2CCOCC2)C(c2ccc(F)cc2)/C1=C(/O)c1ccc(S(=O)(=O)N2CCOCC2)cc1 (stereo unspecified)
    i, i
> Cc1c(CC(=O)NCCCO)c(=O)oc2cc3c(cc12)CCC(C)(C)O3
    i, i
> CC(C)n1cnc2c(Nc3ccc(F)c(Cl)c3)nc(NCCO)nc21
    -5.43*, i
> Cc1ccc(NC2=C(Cl)C(=O)OC2OC(C)C)c(C)c1 (stereo unspecified)
    i, i
> O=[N+]([O-])/C(=C\Nc1ccccc1Cl)S(=O)(=O)c1ccccc1
    i, x
> Cn1nnnc1SCCNS(=O)(=O)c1ccccc1
    i, i

# From PubChem
